Bioassay records (PubChem)
Jurkat NFkB inh = lowers PMA/ionomycin-induced NF-kB signal in Jurkat cells | inhibition, % at 4 µM | PMA/ionomycin-induced NF-kB luciferase reporter, luminescence | AID 435003 | 330,000 compounds, 0.53% hits; in the data active = inhibition above about 50%
697 NFkB inh = lowers PMA/ionomycin-induced NF-kB signal in 697 B cells | 697 B-cell NF-kB luciferase reporter, 16 h | inhibition, % at 4 µM | 330,000 compounds, 0.33% hits | AID 435022; in the data active = inhibition above about 35%
Mdm2-MdmX inh = disrupts the human Mdm2-MdmX interaction. O15151+Q00987. SaOS-2 split-luciferase Mdm2/MdmX complementation, luminescence. inhibition, % at 8 µM. 330,000 compounds, 3% hits;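 active = inhibition of at least 50% at 8 µM in the primary screen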
Target sequence (O15151 whole entry, looked up): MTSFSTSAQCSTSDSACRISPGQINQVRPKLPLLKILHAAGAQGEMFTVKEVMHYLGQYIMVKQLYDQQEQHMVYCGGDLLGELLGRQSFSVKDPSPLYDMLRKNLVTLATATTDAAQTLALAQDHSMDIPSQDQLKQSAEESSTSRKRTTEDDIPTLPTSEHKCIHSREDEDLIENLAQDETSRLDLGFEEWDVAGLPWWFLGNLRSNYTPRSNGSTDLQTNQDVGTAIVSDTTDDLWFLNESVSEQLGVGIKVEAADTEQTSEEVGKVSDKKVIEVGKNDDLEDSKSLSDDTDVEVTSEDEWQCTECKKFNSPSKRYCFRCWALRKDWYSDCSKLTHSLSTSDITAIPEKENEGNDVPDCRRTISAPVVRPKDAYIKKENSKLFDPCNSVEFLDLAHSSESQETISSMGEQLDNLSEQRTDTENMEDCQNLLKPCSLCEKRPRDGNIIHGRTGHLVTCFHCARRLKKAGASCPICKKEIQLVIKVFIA
Target sequence (Q00987 whole entry, looked up): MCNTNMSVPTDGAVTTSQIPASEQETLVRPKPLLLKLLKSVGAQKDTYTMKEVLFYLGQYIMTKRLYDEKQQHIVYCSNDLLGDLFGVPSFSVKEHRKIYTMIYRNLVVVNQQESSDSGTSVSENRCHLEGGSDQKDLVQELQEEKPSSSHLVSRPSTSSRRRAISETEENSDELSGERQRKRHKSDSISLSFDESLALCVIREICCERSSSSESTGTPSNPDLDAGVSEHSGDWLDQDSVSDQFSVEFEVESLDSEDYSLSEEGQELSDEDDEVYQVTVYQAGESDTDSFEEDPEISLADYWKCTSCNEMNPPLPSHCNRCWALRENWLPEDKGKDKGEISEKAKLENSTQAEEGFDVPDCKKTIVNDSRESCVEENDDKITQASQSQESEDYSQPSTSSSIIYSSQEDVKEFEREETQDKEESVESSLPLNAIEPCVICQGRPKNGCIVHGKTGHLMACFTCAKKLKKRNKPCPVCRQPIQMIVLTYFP
TIM10 inh = TIM10 yeast growth inhibition. S. cerevisiae TIM10 strain growth, BacTiter-Glo luminescence, 24 h. inhibition, % at 10 µM. 330,000 compounds, 1.4% hits. AID 463195;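 active = inhibition of 40% or more at the single tested concentration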;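 note: wild-type TIM10 isogenic control strain grown at permissive 25 °C; 0% = DMSO yeast wells and 100% = minimal medium wells without yeast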
XBP1 UPR activ = activators of adaptive arm of unfolded protein response (XBP1). CHO-XBP1 luciferase reporter, IRE1-XBP1 UPR activation, luminescence; percent of tunicamycin response, DMSO as zero. activation, % at 20 µM. 330,000 compounds, 0.33% hits;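 active = versus positive control, 20 µM dose yields 30% or more activation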;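 note: 100% = tunicamycin at 10 µg/mL and 0% = DMSO only wells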
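Assay system: CHO-XBP1 luciferase reporter cells; Schedule: 6 h treatment, 37 °C; Detection: glow luminescence from Steady-Glo reagent; Benchmarks: high control tunicamycin 10 µg/mL final, low control DMSO vehicle only.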
UPR CHOP act = apoptotic UPR (CHOP) activation. activation, % at 10 µM. 330,000 compounds, 0.34% hits. CHO-CHOP luciferase reporter, luminescence; percent of tunicamycin response over DMSO baseline. AID 449763;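 active = at 10 µM dose, activation of 40% or more, normalized to positive control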;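 note: 100% = tunicamycin at 10 µg/mL and 0% = DMSO alone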
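Dosing – one dose, 10 µM in 0.5% DMSO · System – CHO-CHOP cells, stable luciferase reporter of PERK-eIF2a-CHOP signalling · Input – 500 cells/well · Control set – tunicamycin 10 µg/mL final as positive, DMSO-only wells as negative · Timing – 6 h compound treatment, 37 °C · Measure – % activation vs tunicamycin · Technique – luminescence read with Steady-Glo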
tim10-1 inh = growth inhibitors of tim10-1 mutant yeast; S. cerevisiae tim10-1 ts strain growth, BacTiter-Glo, 24 h; inhibition, % at 20 µM; 330,000 compounds, 2.2% hits; AID 463190;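 active = inhibition of at least 40%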;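 note: mutant grown at 25 °C; 0% = DMSO wells with yeast and 100% = wells holding no yeast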
tim23-1 inh = growth inhibitors of tim23-1 mutant yeast; 330,000 compounds, 1.3% hits; inhibition, % at 20 µM; S. cerevisiae tim23-1 growth, BacTiter-Glo luminescence, 24 h;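 active = growth inhibition of the mutant yeast at or above 50%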;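 note: temperature-sensitive mutant grown at 25 °C; plate controls were DMSO-treated mutant yeast for no effect and medium wells lacking yeast for full effect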
* marks the source's active call; other numbers are inactive results. This is a random part of the collection. Share with any hit: about 6.6%.

SMILES	Jurkat NFkB inh	697 NFkB inh	Mdm2-MdmX inh	TIM10 inh	XBP1 UPR activ	UPR CHOP act	tim10-1 inh	tim23-1 inh
O=C(NC1CCN(C(=S)Nc2ccccc2)CC1)C1CCCCC1	0.9	17.8	22.2	-28.2	1.8	-0.3	-2.8	2.8
Cc1ccccc1N1C(=O)c2ccccc2N2C(=O)c3ccccc3C12 (stereo not drawn)	-3.1	14.9	17.0	11.7	-4.7	-1.3	33.9	40.4
NS(=O)(=O)c1ccc(NC(=O)CSc2nc3ccccc3[nH]2)cc1	14.2	17.4	18.0	7.8	-2.3	-1.9	9.5	4.0
c1ccc(-c2cn3nc4c(nc3n2)CCCC4)cc1	-41.7	-21.8	34.8	8.9	-10.5	-7.5	10.9	25.5
Cc1ccccc1C(=O)N/N=C/c1cccc2ccccc12	-9.2	-7.8	-20.8	15.6	5.4	6.1	2.5	32.0
CCCc1[nH]nc2c1C(c1ccc(OC)c(Cn3nnc4ccccc43)c1)C(C#N)=C(N)O2 (stereo not drawn)	13.5	-1.9	4.2	6.7	-4.6	3.6	16.8	23.2
CC(=O)c1cn(CC(=O)Nc2ccccc2Cl)c2ccccc12	5.0	-35.0	6.6	-8.5	-2.4	0.3	-15.0	4.0
CCOc1ccc(Nc2c3ccccc3nc3ccccc23)cc1	11.5	-197.8	70.6*	-19.8	3.9	0.0	-41.5	-10.5
COc1ccc(S(=O)(=O)N(CC(=O)NC2CC3CCC2C3)c2ccccc2OC)cc1 (stereo not drawn)	-17.1	-8.2	3.6	3.8	4.1	-1.5	30.3	34.1
O=C(O)C(F)(F)S(=O)(=O)O	1.3	6.9	20.4	-8.4	-1.3	-0.7	3.2	10.8
CCOC(=O)CN(Cc1sccc1C)C(=O)Nc1cccc(OC)c1	8.0	0.6	0.3	9.2	0.2	3.3	14.4	18.7
Cc1sc(NC(=O)CN(Cc2ccc(F)cc2)C(=O)C(C)C)c(C(N)=O)c1C	8.9	1.0	3.2	21.6	-3.5	-0.3	22.0	17.3
COc1ccc(/C=N/NC2=NS(=O)(=O)c3ccccc32)cc1	5.1	-0.3	-8.1	-0.2	-5.2	-0.7	-8.4	-2.6
COc1cccc(-c2nc(CS(=O)(=O)CC(=O)N3CCN(C4CCCCC4)CC3)c(C)o2)c1	-18.4	-4.4	-8.5	4.4	1.1	-1.1	17.8	12.9
O=C(CSc1nnc(C2COc3ccccc3O2)o1)N1CCCc2ccccc21 (stereo not drawn)	-11.5	-16.9	-9.0	14.3	-2.3	-1.2	36.1	31.9
C#CCOCCOCCOCCNc1nc(N2CCN(C(=O)[C@H]([C@@H](C)CC)n3cc([C@@H](N)CO)nn3)CC2)nc(N2CCN(C(=O)[C@H](CCCCN)n3cc([C@@H](N)CC(C)C)nn3)CC2)n1	5.8	13.3	12.8	-13.4	2.4	0.2	-2.7	3.6
CCc1nc(NCC2CCCO2)c(C#N)c2c1COC(C)(C)C2 (stereo not drawn)	10.3	7.0	-9.0	10.3	-1.9	-1.3	17.7	2.2
CN1C(=O)C(CC(=O)Nc2ccc3c(c2)Cc2ccccc2-3)N(C)C1=O (stereo not drawn)	-22.5	-6.0	0.7	6.2	4.9	0.5	-1.9	4.7
CC(C)(C)C(=O)Nc1ccc(S(=O)(=O)Nc2nccs2)cc1	-34.0	-6.7	31.2	-6.1	-0.1	0.3	3.2	6.1
O=C(NC1(C(F)(F)F)NC(=O)N(c2ccc(F)c(Cl)c2)C1=O)c1ccncc1 (stereo not drawn)	10.6	12.1	18.1	-6.8	-1.1	-3.6	9.5	3.1
CCN(C[C@H]1N[C@@](CC)(C(=O)OC)[C@H]2C(=O)N(Cc3ccccc3)C(=O)[C@@H]12)S(=O)(=O)c1ccc(OC(F)(F)F)cc1	-7.1	6.8	45.2	8.4	-1.9	0.8	4.2	21.6
C[C@H]1CCC[C@]2(O[C@@H](CCO)C[C@H](O)[C@H]2O)O1	8.6	1.4	-19.3	-3.4	-4.5	-0.1	-13.6	-0.6
CC(=O)Nc1cccc(NC(=O)CSc2nc(=O)n3cccc(C)c3n2)c1	13.0	-8.9	-38.3	0.6	-0.4	-0.2	-1.5	11.1
Nc1nc(SCC(=O)Nc2cc(-c3ccccc3)nn2-c2ccccc2)n[nH]1	13.1	9.4	12.3	13.9	1.2	-0.5	11.5	9.6
O=c1ccc(NS(=O)(=O)c2ccccc2Cl)cn1Cc1ccc(Cl)c(Cl)c1	2.6	21.1	19.1	1.9	0.6	-2.0	15.5	14.0
Cc1cc(C2CC(=O)Nc3ccccc3S2)c(C)s1 (stereo not drawn)	-20.5	8.6	18.9	-18.8	-1.1	1.6	-4.1	-9.1
O=C1NC(c2ccc(-c3ccccc3[N+](=O)[O-])o2)C(C(=O)c2ccc(Cl)cc2)C(O)(C(F)(F)F)N1 (stereo not drawn)	2.8	28.7	15.5	12.1	0.0	2.1	23.6	22.5
Cc1ccc(-n2c(Cc3cccs3)nnc2SCC(=O)OC(C)C)cc1	3.7	5.7	-8.5	22.2	-1.8	-0.6	38.2	35.8
O=C(NC(=S)Nc1ccc2ncccc2c1)c1ccccc1	-84.1	-117.5	-64.8	-7.0	2.5	0.7	8.2	-16.0
O=C1c2ccsc2SCCN1Cc1cccc(Cl)c1	10.1	11.4	26.7	-31.3	-3.0	-2.1	14.5	20.6
CCN(C[C@H]1N[C@@](CC)(C(=O)OC)[C@H]2C(=O)N(C)C(=O)[C@@H]12)S(=O)(=O)c1ccc(OC(F)(F)F)cc1	8.0	-9.5	-17.3	13.7	-1.2	0.5	11.4	19.1
Cc1cc(C(=O)OCC(=O)Nc2ccccc2Cl)c(C)o1	-5.0	-6.7	-24.3	3.0	0.5	3.7	2.5	19.6
CN(C)c1ccc(CN(C(=O)/C=C/c2ccccc2Cl)C2CCS(=O)(=O)C2)cc1 (stereo not drawn)	-6.3	-21.1	29.6	1.7	0.0	1.2	5.1	-8.4
COc1ccc2nc(NC(=O)C3CC(=O)N(c4ccc5c(c4)OCCO5)C3)sc2c1 (stereo not drawn)	-6.7	-4.8	9.4	6.3	1.5	2.6	20.7	39.2
COC(=O)N(C)c1nc2ccccc2s1	-22.4	-10.6	-14.9	7.4	6.0	3.2	11.1	13.5
O=C(NCc1ccco1)c1ccc(Cl)c(S(=O)(=O)N2CCCC2)c1	7.5	-6.8	-1.0	3.1	-1.5	0.9	2.1	18.0

The closing five compounds of the part before lead into the next.
SMILES	Jurkat NFkB inh	697 NFkB inh	Mdm2-MdmX inh	TIM10 inh	XBP1 UPR activ	UPR CHOP act	tim10-1 inh	tim23-1 inh
Cc1cc(C(=O)OCC(=O)Nc2ccccc2Cl)c(C)o1	-5.0	-6.7	-24.3	3.0	0.5	3.7	2.5	19.6
CN(C)c1ccc(CN(C(=O)/C=C/c2ccccc2Cl)C2CCS(=O)(=O)C2)cc1 (stereo not drawn)	-6.3	-21.1	29.6	1.7	0.0	1.2	5.1	-8.4
COc1ccc2nc(NC(=O)C3CC(=O)N(c4ccc5c(c4)OCCO5)C3)sc2c1 (stereo not drawn)	-6.7	-4.8	9.4	6.3	1.5	2.6	20.7	39.2
COC(=O)N(C)c1nc2ccccc2s1	-22.4	-10.6	-14.9	7.4	6.0	3.2	11.1	13.5
O=C(NCc1ccco1)c1ccc(Cl)c(S(=O)(=O)N2CCCC2)c1	7.5	-6.8	-1.0	3.1	-1.5	0.9	2.1	18.0
COc1ccc(N2C(=O)CC(Cc3ccc(Br)cc3)C2=O)cc1 (stereo not drawn)	-3.1	8.2	2.6	-8.1	-7.0	-1.8	7.3	21.3
O=C(COC(=O)c1ccc2c(c1)OCCO2)Nc1ccc(F)cc1	-9.3	-37.1	12.8	-3.5	1.1	1.3	7.6	20.6
Cc1nnc(N2CCOCC2)c2nn(-c3cccc(Cl)c3)c(C)c12	9.8	-10.7	2.9	-10.3	-1.4	3.6	-14.0	16.7
CCOc1ccccc1NC(=O)c1oc2ccccc2c1NC(=O)C1CC1	14.8	-158.8	20.3	14.9	-6.0	1.7	17.4	9.4
CCCCc1c(O)nc(SCC(=O)N2CCOCC2)n(-c2ccccc2C)c1=O	7.6	-18.2	11.6	-12.0	-2.0	-0.6	0.1	22.3
COC(=O)C1CCN(C(=O)c2ccc3nccnc3c2)CC1	0.2	14.1	-10.7	6.4	-0.7	-1.1	-3.9	-7.2
CC(C)Sc1nc2c(c(=O)[nH]c(=O)n2C)n1Cc1ccc(Cl)cc1	5.3	-9.2	21.5	-12.3	1.7	-2.6	6.3	18.9
Cc1ccc(S(=O)(=O)N2CC(O)C2)cc1	6.9	-16.8	-17.0	-1.5	-3.0	0.3	-0.3	4.1
COc1ccc(-c2sc3cc(OC)c(OC)cc3c2C#CC2(O)CCCCC2)cc1	-13.5	-26.8	33.9	6.6	5.2	0.5	24.5	33.9
CC(=O)C1=C(O)C(=O)N(Cc2cccnc2)C1c1ccc(Cl)cc1Cl (stereo not drawn)	2.1	-2.6	0.3	16.7	2.3	-3.3	22.9	17.9
Cc1ccc(Cn2cc(/C=N/Nc3ccc([N+](=O)[O-])cn3)c3ccccc32)cc1	1.8	5.2	49.4	5.5	2.6	0.9	16.4	1.0
COc1ccc2c(c1OC)C(=O)N1c3ccccc3C(=O)N(c3ccc(F)cc3)C21 (stereo not drawn)	39.6	13.0	56.6*	11.4	-0.9	-1.5	25.0	35.8
CCCSc1nnc(CSc2nc3nc(C)cc(C)n3n2)o1	7.5	17.5	32.0	3.9	-0.8	-1.7	16.3	15.6
C[C@@H]1CC=C[C@H]2[C@H]1C(=O)N(Cc1ccccc1)[C@H]2c1ccc(-c2ccc(F)cc2)cc1F	1.2	-2.2	28.1	3.2	-1.9	-2.1	8.6	-18.0
CCn1c(COc2ccccc2)nnc1SCC(=O)NCc1ccco1	2.1	3.3	-11.1	-10.2	-3.4	-0.6	6.6	27.8
O=C(Oc1cccc(/C=N/Nc2nc(Nc3ccccc3)nc(N3CCOCC3)n2)c1)c1ccco1	-76.3	43.4*	58.3*	28.7	2.6	8.9	22.9	44.3
CSc1ccc(C2C(C#N)=C(N)Oc3cc4c(cc32)OCO4)cc1 (stereo not drawn)	32.2	-2.0	69.5*	-42.5	-0.2	-0.3	-10.3	-30.3
O=C(c1ccccc1)c1nc[nH]c1C(=O)Nc1ccccc1	-4.4	-6.0	50.2*	7.8	5.8	-3.1	14.6	-6.1
CC(=O)N1c2ccc3ccccc3c2C(C)CC12CCCCC2 (stereo not drawn)	14.9	13.9	32.7	19.1	3.5	1.3	22.3	16.2
COc1ccc(/C=C/C(=O)N2CCCC2)cc1OC	-5.3	8.3	5.9	-0.4	-0.7	0.4	-14.7	2.6
CC(=O)Nc1ccc(-c2cc(C(=O)O)c3ccccc3n2)cc1	6.1	-7.4	7.3	6.0	-3.6	-0.6	-7.4	4.4
C=CCC[C@H](Cc1ccc(F)cc1)C(=O)OC[C@@H](NC(=O)[C@@H](CC=C)CC(=O)N(CCO)Cc1ccccc1)C(C)(C)C	1.2	-4.1	50.3*	2.0	1.9	7.1	16.7	19.0
Cc1ccc(COc2ccccc2C(=S)N2CCCC2)cc1	-7.3	-10.0	-3.0	41.6*	-0.8	3.2	40.3*	27.4
